GAA glycogen mod – qHTS Assay for Inhibitors and Activators of Human alpha-Glucosidase Cleavage of Glycogen; 300,000 compounds, 0.38% hits; Potency, µM (highest dose often 76.4 µM), for inactives: at the top dose activity change, negative = inhibition, hits mostly inhibitors; recombinant GAA, glycogen substrate, Amplex Red glucose oxidase fluorescence; AID 2100, 2009;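 also: 0% = full enzyme reaction and -100% = no-enzyme basal signal; the screen sought inhibitors and activators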
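Natural-substrate format: glycogen cleavage by 4 nM human enzyme, glucose read by Amplex Red coupling (Ex 573, Em 610 nm). Normalized to enzyme and no-enzyme controls.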
HttQ103 aggreg – qHTS Multiplex Assay to Identify Dual Action Probes in a Cell Model of Huntington: Aggregate Formation (GFP). PC12 HttQ103-GFP aggregates, Acumen cytometry, 40 h. Potency, µM (top dose mostly 46.1 µM), for inactives: at the top dose activity change, negative = inhibition, actives largely listed as inhibitors. 220,000 compounds, 1.1% hits. AID 1688, 2009; also: % is scaled to controls: 0 for no effect and ±100 for the full control effect; nearly all actives have a fitted effect of over 60% in size
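Compounds (qHTS titration) were added to PC12 cells expressing an ecdysone-driven HTT exon 1 Q103–GFP fusion after induction with 100 nM tebufenozide. Aggregate formation was measured as GFP objects in cell lysates.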
GAA spleen mod – qHTS Assay for Inhibitors and Activators of Human alpha-Glucosidase From Spleen Homogenate | 240,000 compounds, 0.006% hits | Potency, µM (series often up to 79.9 µM), inactives show at the top dose activity change, negative = inhibition, hits mostly inhibitors | human spleen homogenate, 4-MU-alpha-glucoside fluorescence | Lysosomal alpha-glucosidase (Homo sapiens), P10253;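 also: 0% = enzyme with vehicle and -100% = no enzyme basal signal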
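Enzyme source: human spleen homogenate, 1 ug/well. Buffer 50 mM citric acid/K phosphate pH 5.0, 0.01% Tween-20. 4-MU-alpha-glucoside 1 mM; 37 C x 40 min; NaOH/glycine stop; fluorescence.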
RGS12 GoLoco inh – qHTS Assay for Inhibitors of RGS12 GoLoco Motif Activity (Red Fluorophore). Gai1:RGS12 GoLoco peptide FP, rhodamine, 10 min. Potency, µM (doses to about 61.6 µM), inactives show at the highest dose activity, negative = inhibition, hits mostly inhibitors. 230,000 compounds, 0.44% hits. AID 880, 2007; active = well fitted inhibition curve with a large enough effect, not every such curve was filed as active; inactive = no such curve, though single readings can be large or run the other way; also: % is scaled to controls: 0 for no effect and ±100 for the full control effect; nearly all actives have a fitted effect of over 30% in size; many of its hits are not listed in these tables
Target sequence (P63096 whole entry, looked up): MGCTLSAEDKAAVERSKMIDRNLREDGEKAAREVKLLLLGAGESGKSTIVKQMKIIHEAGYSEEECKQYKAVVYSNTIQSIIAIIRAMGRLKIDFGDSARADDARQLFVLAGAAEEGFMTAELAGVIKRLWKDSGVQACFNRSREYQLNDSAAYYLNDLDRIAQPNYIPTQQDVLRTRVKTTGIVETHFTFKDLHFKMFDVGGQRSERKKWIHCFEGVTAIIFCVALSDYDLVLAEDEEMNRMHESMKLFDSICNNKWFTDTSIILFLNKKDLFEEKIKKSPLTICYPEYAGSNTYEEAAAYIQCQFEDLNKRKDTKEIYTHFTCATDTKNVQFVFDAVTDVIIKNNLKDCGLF
IMPase Li inh – qHTS Assay for Identifying the Cell-Membrane Permeable IMPase Inhibitors: Potentiation with Lithium; CHO-M1 cells, IP1 TR-FRET (IP-One), carbachol + lithium; Potency, µM (highest dose often 59.4 µM), for the others: at the highest dose activity, negative = IMPase inhibition, hits mostly inhibitors; 210,000 compounds, 0.35% hits;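 also: IP1 builds up when IMPase is blocked and the TR-FRET signal falls; plate controls were basal vehicle for no effect and high inhibitor control for full effect; nearly all actives have a fitted effect of over 50% in size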
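Test compounds were applied to CHO-M1 cells previously cultured for 16–30 h at 2000 per well. A small lithium amount accompanied them; after 30 min at 37C, IP1 was quantified by TR-FRET.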
HTT ATP protect – qHTS Multiplex Assay to Identify Dual Action Probes in a Cell Model of Huntington: Cytoprotection (ATP); AID 1471, 2008; PC12 HTT-Q103 induced, cytoprotection, ATP luminescence, 40 h; Potency, µM (highest dose often 56.4 µM), without a hit: cytoprotection (ATP increase), hits mostly activators; 230,000 compounds, 0.14% hits;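 also: % of control where 0% means no effect; nearly all actives have a fitted effect of over 45% in size; toxic huntingtin expression switched on by the ecdysone agonist tebufenozide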
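Readout: ATPlite luminescence (ATP level). Model: stable PC12, inducible Htt exon1 Q103-GFP. Inducer: tebufenozide, 100 nM final. Compounds: dose series. No G418 in medium.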
GAA inhib – qHTS Assay for Inhibitors of Human alpha-Glucosidase as a Potential Chaperone Treatment of Pompe Disease; Lysosomal alpha-glucosidase (Homo sapiens), P10253; purified human GAA, 4-MU-alpha-glucoside fluorescence; Potency, µM (highest dose often 76.9 µM), for inactives: top-dose activity change, negative = inhibition, hits mostly inhibitors; 200,000 compounds, 0.005% hits; AID 1466, 2008;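 also: plate controls were uninhibited enzyme wells for no effect and no-enzyme background for full effect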
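AC50 values come from Hill fits of compound titrations (up to 77 uM) against 4 nM human enzyme. Substrate 4-methylumbelliferyl-alpha-D-pyranoside at 400 uM, pH 5.0 citrate buffer, 20 min room temperature; fluorescence Ex 365/Em 440 after alkaline stop.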
* marks the source's active call; other numbers are inactive results; ? = inconclusive; nt = no result given; [ ] = remark or other dose. Unless noted, calls follow the shape of the dose curve; as a rule, active = well fitted curve in the direction sought with a large enough effect; inconclusive = small, poorly fitted or top-dose-only effect, or another doubt; inactive = no such curve, though single readings can be large; an effect the other way counts as inactive or inconclusive. Potency is read from the fitted curve at half-maximal effect.

Assay codes: A = GAA glycogen mod; B = HttQ103 aggreg; C = GAA spleen mod; D = RGS12 GoLoco inh; E = IMPase Li inh; F = HTT ATP protect; G = GAA inhib
Molecule: c1coc(CNC2CCCCC2)c1
  A: 9%	B: 5%	C: -8%	D: -1%	E: 5%	F: -4%[10 µM]	G: -5%

Molecule: O=C(CCC1CCCC1)Nc1ccccc1-c1ccccc1
  A: -6%	B: ?	C: -4%	D: -8%	E: 14%	F: -12%[10 µM]	G: 3%

Molecule: O=S(=O)(c1ccc(Cl)cc1)N1CCCC1c1nc(-c2cccc(Cl)c2)no1 (configuration not stated)
  A: -2%	B: 4%	C: 2%	D: 1%	E: 21%[38.3 µM]	F: 9%[10 µM]	G: -3%

Molecule: COc1ccc(/C=N/NC(=O)c2ccc(COc3cccc4cccnc34)cc2)cc1OC
  A: -15%	B: 7%	C: -3%	D: 11%	E: 17%	F: -3%	G: 6%

Molecule: COc1cc(S(=O)(=O)N2CCN(c3ccccc3)CC2)ccc1Cl
  A: -2%	B: -4%[9.22 µM]	C: -1%	D: 5%	E: 3%[38.3 µM]	F: 11%	G: -2%

Molecule: CCC1CCCCN1C(=S)NC(=O)c1ccc(F)c(S(=O)(=O)N2CCOCC2)c1 (configuration not stated)
  A: -10%	B: 16%[9.22 µM]	C: 3%	D: 4%	E: 5%	F: -6%	G: 3%

Molecule: CCCOc1ccccc1NC(=O)CC1Nc2ccccc2NC1=O (configuration not stated)
  A: -15%	B: -2%	C: -4%	D: 10%	E: 5%	F: 22%[10 µM]	G: -1%

Molecule: COc1cc(C#N)ccc1OCC(=O)NCc1cccs1
  A: 7%	B: 2%	C: -4%	D: 6%	E: 5%	F: -12%	G: 2%

Molecule: C=CCNc1ncnc2c1cnn2-c1ccc(OC)cc1
  A: -1%	B: -23%	C: -8%	D: 7%	E: -14%[38.3 µM]	F: -76%[inhibitor]	G: 5%

Molecule: O=C(CSc1nnc(-c2cccs2)n1-c1ccccc1)N1CCOCC1
  A: -3%	B: -9%	C: -5%	D: -3%	E: 1%[38.3 µM]	F: 14%	G: -12%

An excerpt from above with just HttQ103 aggreg, RGS12 GoLoco inh and HTT ATP protect:
canonical_smiles | HttQ103 aggreg | RGS12 GoLoco inh | HTT ATP protect
COc1cc(S(=O)(=O)N2CCN(c3ccccc3)CC2)ccc1Cl | -4%[9.22 µM] | 5% | 11%
CCC1CCCCN1C(=S)NC(=O)c1ccc(F)c(S(=O)(=O)N2CCOCC2)c1 (configuration not stated) | 16%[9.22 µM] | 4% | -6%

Next records follow.
Assay codes: A = GAA glycogen mod; B = HttQ103 aggreg; C = GAA spleen mod; D = RGS12 GoLoco inh; E = IMPase Li inh; F = HTT ATP protect; G = GAA inhib
Molecule: CCOC(=O)c1ccc(NC(=O)Nc2ccc(Cl)cn2)cc1
  A: 4%	B: 15%	C: -3%	D: -5%	E: -1%	F: 6%	G: 1%

Molecule: COc1cc(/C=C/C(=O)O)cc(S(=O)(=O)N2CCc3ccccc32)c1OC
  A: -5%	B: -14%[9.22 µM]	C: -7%	D: 1%	E: 0%	F: -10%[10 µM]	G: 12%

Molecule: CC(C)(C)c1ccc(C2C3=C(CCCC3=O)NC3=C2C(=O)c2ccccc23)cc1 (configuration not stated)
  A: -6%	B: -6%	C: 3%	D: 10%	E: 5%[38.3 µM]	F: -11%	G: 4%

Molecule: COc1ccccc1C(=O)NCCC(=O)Nc1cccnc1
  A: -2%	B: -1%[9.22 µM]	C: 5%	D: -2%	E: nt	F: 27%[10 µM]	G: -4%

Molecule: COc1ccccc1NC(=O)C1CCCN(c2cc(C)nc3ncnn23)C1 (configuration not stated)
  A: 4%	B: 15%	C: 2%	D: 0%	E: 11%	F: 18%[10 µM]	G: 3%

Molecule: O=C(c1cc2ccccc2oc1=O)N1CCCC1
  A: -13%	B: -6%	C: 2%	D: 3%	E: 21%[38.3 µM]	F: 21%[0.074 µM]	G: -5%

Molecule: O=C(COC(=O)c1cccc(C(=O)OCC(=O)NC2CC2)n1)NC1CC1
  A: 3%	B: -9%	C: 6%	D: 1%	E: -4%	F: -36%[inhibitor]	G: 2%

Molecule: O=C(Nc1ccc(F)cc1)Nc1ccc(Oc2ncnc3cc(Cl)ccc23)nc1
  A: 3%	B: 4%[9.22 µM]	C: -19%	D: 18%	E: nt	F: 5%[10 µM]	G: nt

Molecule: COc1cc(OC)cc(-c2cc3nc(C4CCN(C(=O)OC(C)(C)C)CC4)cc(=O)n3[nH]2)c1
  A: 6%	B: 18%[9.22 µM]	C: 5%	D: 15%	E: 18%[38.3 µM]	F: -8%	G: -1%

Molecule: CC(C)c1cc(C(N)=O)c(NC(=O)c2cccc(COc3ccc(Br)cc3)c2)s1
  A: -11%	B: ?	C: -3%	D: 59%[activator]	E: 36%[activator][38.3 µM]	F: -49%[inhibitor]	G: 0%

Molecule: Cc1cc(C)c2c(=O)[nH]c(SCC(=O)c3ccc(C)c(C)c3)nc2n1
  A: -11%	B: ?	C: -12%	D: 42%[activator]	E: 9%	F: nt	G: -11%

Molecule: COc1ccccc1CNC(=O)CSC1=NCCS1
  A: -6%	B: -3%	C: 2%	D: 2%	E: 8%	F: 0%	G: 1%

Molecule: COc1ccc2[nH]c(=O)c(CN(Cc3ccco3)C(c3nnnn3Cc3ccccc3)C(C)C)cc2c1 (configuration not stated)
  A: -8%	B: 18%[9.22 µM]	C: -7%	D: 4%	E: 7%[38.3 µM]	F: 15%	G: 6%

Molecule: O=C(Nc1nnc(-c2ccccc2)s1)c1ccc(F)cc1
  A: -6%	B: 10%	C: 10%	D: 8%	E: ?	F: nt	G: -3%

Molecule: COc1cc(C)c(Cl)cc1S(=O)(=O)n1ccnc1C
  A: 2%	B: 1%[9.22 µM]	C: -6%	D: -14%	E: -8%[38.3 µM]	F: -5%	G: 0%

Molecule: CCc1ccc(NC(=O)CSc2nc3n[nH]c(C)c3c(=N)n2-c2cccc(OC)c2)cc1
  A: 0%	B: -17%	C: 1%	D: 6%	E: 7%	F: 21%[10 µM]	G: -5%

Molecule: NC(=O)c1ccc(Oc2ccc3ccc(=O)oc3c2)c([N+](=O)[O-])c1
  A: -3%	B: 9%	C: -14%	D: -44%	E: 3%	F: -30%	G: ?

Molecule: COc1cccc(N(C(=O)CNC(=O)c2ccco2)C(C(=O)NC2CCCC2)c2ccncc2)c1 (configuration not stated)
  A: 1%	B: 8%	C: 0%	D: -5%	E: -4%[38.3 µM]	F: 7%[10 µM]	G: -5%

Molecule: COC(=O)c1sccc1NC(=O)CC1NCCNC1=O (configuration not stated)
  A: 9%	B: 6%[9.22 µM]	C: -2%	D: 28%	E: nt	F: 6%[10 µM]	G: nt

Molecule: Nc1nnnn1/N=C/c1ccccc1C(F)(F)F
  A: 11%	B: 2%	C: -6%	D: 14%	E: -10%[38.3 µM]	F: -14%	G: -2%

Molecule: CCCOC(=O)c1ccc(NC(=O)c2ccccc2OC)cc1
  A: -1%	B: 5%	C: 7%	D: -4%	E: 4%	F: 9%	G: 2%

Molecule: Cc1cc(C)c(OCC(=O)Nc2ccc(NC(=O)c3ccco3)cc2)c([N+](=O)[O-])c1
  A: 9%	B: 23%	C: 0%	D: 10%	E: -2%	F: nt	G: -1%

Molecule: O=C(CNC(=S)N(Cc1ccc(F)cc1)C1CCCCC1)NC1CC1
  A: -5%	B: 11%	C: -3%	D: -4%	E: 34%[38.3 µM]	F: -21%	G: -5%

Molecule: CCOc1ccc(S(=O)(=O)N(CC(=O)Nc2cc(C)on2)Cc2ccccc2Cl)cc1
  A: -10%	B: -11%[9.22 µM]	C: -7%	D: 2%	E: 20%[38.3 µM]	F: -21%	G: -6%

Molecule: O=C(NN1CCOCC1)c1ccc(Br)s1
  A: 4%	B: ?	C: 0%	D: -9%	E: 3%	F: -3%[10 µM]	G: 11%

Molecule: COc1ccc(S(=O)(=O)NCCCCCC(=O)O)cc1C(=O)O
  A: -5%	B: 0%	C: 3%	D: 2%	E: -7%	F: -19%	G: 4%

Molecule: C=CCC(CC=C)(C(N)=O)c1ccccc1
  A: -15%	B: ?	C: -2%	D: 13%	E: 6%	F: ?	G: 12%

Molecule: COc1cc(CC(=O)OC2CCOC2=O)cc(OC)c1OC (configuration not stated)
  A: 5%	B: -8%	C: 6%	D: -5%	E: -9%[38.3 µM]	F: -30%	G: 11%

Molecule: COc1cccc(F)c1C(=O)NC(=O)Nc1ccc2nc(C)oc2c1
  A: ?	B: -12%[9.22 µM]	C: -2%	D: -15%	E: nt	F: -5%[10 µM]	G: nt

Molecule: CSc1cccc(CN2CCC(CO)(Cc3cccc(C(F)(F)F)c3)CC2)c1
  A: -6%	B: 3%[9.22 µM]	C: 8%	D: -21%	E: 9%	F: 5%[10 µM]	G: ?

Molecule: Cc1ccc(S(=O)(=O)N2CCCC2C(=O)OCc2nc3ccccc3s2)cc1 (configuration not stated)
  A: -5%	B: 6%	C: 5%	D: 7%	E: 38%[activator][38.3 µM]	F: 20%[1.9 µM]	G: -8%

Molecule: CCOC(=O)Nc1ccc(OC)cc1S(=O)(=O)N1CCCCC1
  A: 3%	B: 1%	C: -16%	D: -2%	E: 15%[38.3 µM]	F: 6%[10 µM]	G: -6%

Molecule: Cn1nccc1C(=O)N1CCN(c2ncccn2)CC1
  A: 5%	B: -16%[9.22 µM]	C: -3%	D: 7%	E: 0%	F: 17%[10 µM]	G: nt

Molecule: Cn1c(-c2ccc(Br)o2)nc2cc(Br)ccc21
  A: -9%	B: -13%	C: 0%	D: -2%	E: -6%[38.3 µM]	F: -111%[inhibitor][0.074 µM]	G: -12%

Molecule: COc1cccc(C(CC(=O)NCCN2CCOCC2)NS(=O)(=O)c2ccc(C)cc2)c1OC (configuration not stated)
  A: 3%	B: -8%	C: 11%	D: 1%	E: 5%	F: -3%[10 µM]	G: 1%

Molecule: COc1ccc(CC(=O)Nc2cc(S(=O)(=O)N3CCCCC3)ccc2N2CCN(C)CC2)cc1
  A: -8%	B: 14%	C: -6%	D: 4%	E: 5%	F: -10%[10 µM]	G: ?

Molecule: O=S1(=O)C=C(SCCN2CCCCC2)c2ccccc21
  A: 7%	B: 14%	C: -5%	D: 10%	E: -6%[38.3 µM]	F: -8%	G: -2%

Molecule: COc1ccc(CN2CCc3ccccc3C2)c(OC)c1OC
  A: 5%	B: -10%[9.22 µM]	C: -6%	D: -4%	E: 0%[38.3 µM]	F: 13%	G: 1%

Source: PubChem

Only part of the results is shown; the hit share may differ from the screen's.
